# MCF10A rerep = inducers of DNA re-replication in MCF 10A breast cells; AID 624296; Potency, µM (top dose mostly 46.1 µM), for the others: at the top dose activity, positive = re-replication, most hits filed as activators; MCF 10A DNA re-replication, Hoechst nuclear intensity, 48 h; actives 2.9% (n = 350,000); also: potency is read from the fitted curve at half-maximal effect; % of control where 0% means no effect; nearly all actives have a fitted effect of over 50% in size
# KB-3-1 tox = KB-3-1 parental cell cytotoxicity; KB-3-1 viability, CellTiter-Glo ATP luminescence, 72 h; actives 1.4% (n = 400,000); Potency, µM (titrated, usually from 46.1 µM), without a hit: top-dose activity change, negative = cytotoxic, most hits filed as cytotoxic; also: potency is read from the fitted curve at half-maximal effect; % is scaled to controls: 0 for no effect and ±100 for the full control effect; nearly all actives have a fitted effect of over 60% in size
#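 KB-3-1 parental drug-naive adenocarcinoma cells in DMEM/10% FBS, incubated 72 h at 37 C with pin-transferred compounds across a concentration series. Viability by CellTiter-Glo luminescence; concentration-response curves fitted after normalization.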
# HT1080NT lethal = kills 2HG-producing HT-1080-NT fibrosarcoma cells. AID 686970. Potency, µM (highest dose often 46.1 µM), for the others: at the highest dose activity, negative = less viability, most hits filed as cytotoxic. actives 1.6% (n = 360,000). HT-1080-NT fibrosarcoma viability, CellTiter-Glo ATP luminescence, 48 h;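 also: NT is the 2HG producing partner of a matched IDH1 knockdown line; potency is read from the fitted curve at half-maximal effect; 0% = DMSO-treated cells and -100% = media-only wells without cells; nearly all actives have a fitted effect of over 55% in size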
#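 HT-1080-NT fibrosarcoma cells (2HG-overproducing), 750 cells/well in RPMI with 5% FBS, dosed after 2 h and incubated 48 h at 37C. CellTiter-Glo luminescence normalized to DMSO and no-cell wells; concentration-response curves fitted and classed.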
# HT1080 IDH1KD tx = kills HT-1080 cells with IDH1 knockdown; HT-1080 IDH1 knockdown viability, ATP luminescence, 48 h; Potency, µM (series often up to 46.1 µM), for inactives: top-dose activity, negative = toxicity, most hits filed as cytotoxic; actives 2% (n = 360,000); AID 686971;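 also: potency is read from the fitted curve at half-maximal effect; 0% = DMSO wells and -100% = cell-free medium wells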
#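 Luminescent ATP read-out (CellTiter-Glo, 10 min at room temperature) after 48 h compound exposure at 37 °C gave viability of IDH1-knockdown HT-1080 cells. Activity was normalised to DMSO and cell-free wells, then fitted as concentration-response curves.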
# ATXN viability = reduces viability in counter-screen for ATXN expression inhibitors; S2 cells (HEK-293 line with an ATXN2-luciferase reporter) viability, CellTiter-Fluor protease fluorescence, 24 h; Potency, µM (highest dose often 56.7 µM), usual class: cytotoxic; actives 0.49% (n = 400,000); AID 651635; also: potency is read from the fitted curve at half-maximal effect; nearly all actives have a fitted effect of over 40% in size
# KB-V1 cytotox = kills drug-selected multidrug resistant KB-V1 cells; KB-V1 MDR cells viability, CellTiter-Glo, 72 h; Potency, µM (titrated, usually from 46.1 µM), for the others: at the highest dose activity change, negative = cytotoxicity, hits mostly cytotoxic; actives 3.4% (n = 400,000); also: potency is read from the fitted curve at half-maximal effect; % is scaled to controls: 0 for no effect and ±100 for the full control effect; nearly all actives have a fitted effect of over 60% in size
#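 Drug-selected KB-V1 cells, grown in DMEM lacking phenol red with 10% FBS, receive compound titrations; after three days at 37 degrees C, surviving cell ATP is quantified by CellTiter-Glo luminescence and responses normalized and curve-fitted.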
# IL-1B inflam inh = blocks inflammasome-driven IL-1 beta release. THP-1 LPS/ATP IL-1B secretion, AlphaLISA, 16 h; stronger effect = lower value. activity change, % at 57.5 µM. actives 4.7% (n = 360,000). AID 743279; in the data active = activity change below about -50%; inconclusive = mostly about -30% to -49%; also: % is scaled to controls: 0 for no effect and ±100 for the full control effect
#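 THP-1 cells pretreated 1 hr with compounds (up to 57.5 uM final), then stimulated with LPS (250 ng/mL final) plus ATP (1.25 mM final); secreted IL-1B measured by AlphaLISA after 16 hr, decreased signal indicating inhibition.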
# ATXN2 expr inh = reduces ATXN2 reporter expression in HEK-293 cells; HEK-293 ATXN2-luciferase reporter, luminescence, 24 h; AID 1745845; actives 0.72% (n = 360,000); Potency, µM (series often up to 57 µM), inactives show top-dose activity change, negative = inhibition, actives largely listed as inhibitors; also: potency is read from the fitted curve at half-maximal effect; % is scaled to controls: 0 for no effect and ±100 for the full control effect; nearly all actives have a fitted effect of over 55% in size
#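 qHTS (up to 57 uM final) was run with 24 h compound exposure of reporter cells at 37 °C. Each well was multiplexed: SteadyGlo luminescence measured ATXN2-luciferase expression after a fluorogenic Gly-Phe-AFC viability readout (25 uM final).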
# SW480 rereplic = induces DNA re-replication in SW480 colon adenocarcinoma cells | actives 1.8% (n = 340,000) | AID 624297 | Potency, µM (series often up to 46.1 µM), for the others: at the top dose re-replication activation, most hits filed as activators | SW480 DNA re-replication, Hoechst DNA content imaging, 48 h; also: potency is read from the fitted curve at half-maximal effect; % of control where 0% means no effect; nearly all actives have a fitted effect of over 55% in size
#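 Readout is total intensity of Hoechst-stained nuclei, excited at 405 nm and collected at 500-530 nm. Compound treatment lasted 48 hr at 37 C in 5% CO2 before staining.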
# * marks the source's active call; other numbers are inactive results; i = inactive; ? = inconclusive; · = no result given; & = joins results of further samples; ! = a repeat was not active; [ ] = remark or other dose. Unless noted, calls follow the shape of the dose curve; as a rule, active = well fitted curve in the direction sought with a large enough effect; inconclusive = small, poorly fitted or top-dose-only effect, or another doubt; inactive = no such curve, though single readings can be large; an effect the other way counts as inactive or inconclusive.
SMILES,MCF10A rerep,KB-3-1 tox,HT1080NT lethal,HT1080 IDH1KD tx,ATXN viability,KB-V1 cytotox,IL-1B inflam inh,ATXN2 expr inh,SW480 rereplic
O=C(NN=C1CCCC1)c1[nH]c2ccc(Br)cc2c1-c1ccccc1,?,1%,8.2µM*,5.8µM*,i,12%,?,?,?
Cc1ccc2ccccc2c1C(O)c1ncc(-c2ccccc2F)[nH]1 (stereo not drawn),·,0%,-26%,-14%,i,1%,21,6%,·
COc1cc(/C=N/Nc2ccccn2)cc(OC)c1O,-17%,1%,-11%,-21%,·,5%,-100*,15%[11.3 µM],19%
O=C(NC1CCCC1)C(c1ccc(Cl)cc1)N(Cc1ccc(F)cc1)C(=O)CCl (stereo not drawn),16%,-13%,-9%,-2%,·,-17%,?,?,?
COc1ccc(CNC(=O)c2cc(=O)c3cc(C)cc(C)c3o2)cc1,5%,20%,18%,9%,i,0%,-4,0%,-13%
CCOc1ccc(S(=O)(=O)N(C)C2CCCCC2)cc1,0%,-9%,1%,-2%,i,-4%,20,-14%,-2%
CCCN(CC1CC1)c1nc(N)c(C#N)c(CC#N)c1C#N,?,-4%,-5%,-7%,i,?,0,-7%,-6%
COc1cc(/C=C(\C#N)C(=O)Nc2cc(C(F)(F)F)ccc2Cl)ccc1OCC(=O)Nc1cccc(C(F)(F)F)c1,21µM*,0%,-26%,-25%,·,2%,1,-14%,?
COc1ccccc1-c1cnc(C(O)c2ccc(F)cc2C)[nH]1 (stereo not drawn),·,-27%,-15%,-11%,i,?,18,13%,·
Cc1onc(-c2ccccc2)c1C(=O)Nc1cccc(C#N)c1,7%,-3%,3%,2%,i,?,-14,-1%,-3%
COc1ccc(-c2c(C(F)(F)F)nn(C)c2NC(=O)CSCC(=O)O)cc1,-2%,-1%,12%,29%,i,1%,29,-4%,-14%
O=[S@]1Oc2ccccc2-c2ccccc21,15%,3%,2%,-12%,?,14%,?,12%,8%
Cc1cccc(-c2oc3ccc(-c4ccc5c(c4)OCO5)cc3c2C#Cc2cncn2C)c1,5%,?,14%,-4%,?,-5%,-14,-25%,-8%
O=C(Nc1cccc(C(F)(F)F)c1)C1C2CC3OC(=O)C1C3C2 (stereo not drawn),-4%,3%,12%,16%,i,26%,0,0%,-2%
COc1ccc(-c2nnc(SCC(=O)NC3CCCCC3)n2N)cc1,2%,9%,0%,10%,i,11%,28,-10%,-328%[inhibitor]
CCNS(=O)(=O)c1ccc(NC(=O)c2ccccc2SCCOC)cc1,8%,0%,24%,3%,i,2%,-16,-9%,9%
NS(=O)(=O)c1cccc(NC(=O)c2cccnc2Oc2ccccc2)c1,0%,-9%,-5%,-3%,i,-20%,-6,-2%,-4%
Cc1ccc(C(=O)C2COC(=O)C2)cc1 (stereo not drawn),?,?,?,?,i,8%,-3,3%,13%
CC(C)CSCC1OC(n2cnc3c(N)nccc32)C(O)C1O (stereo not drawn),·,-20%,-3%,-11%,i,0%,33,·,·
O=C(CSc1oc(-c2ccco2)nc1S(=O)(=O)c1ccc(Br)cc1)c1ccccc1,·,7%,·,·,i,1%,·,-22%,·

# Taken from above (2 entries):
SMILES,MCF10A rerep,KB-3-1 tox,HT1080NT lethal,HT1080 IDH1KD tx,ATXN viability,KB-V1 cytotox,IL-1B inflam inh,ATXN2 expr inh,SW480 rereplic
COc1ccc(-c2nnc(SCC(=O)NC3CCCCC3)n2N)cc1,2%,9%,0%,10%,i,11%,28,-10%,-328%[inhibitor]
CCNS(=O)(=O)c1ccc(NC(=O)c2ccccc2SCCOC)cc1,8%,0%,24%,3%,i,2%,-16,-9%,9%

# Later entries:
SMILES,MCF10A rerep,KB-3-1 tox,HT1080NT lethal,HT1080 IDH1KD tx,ATXN viability,KB-V1 cytotox,IL-1B inflam inh,ATXN2 expr inh,SW480 rereplic
CCCc1nnc(SCC(=O)O)n1/N=C/c1ccc2c(c1)OCO2,-6%,-7%,6%,-4%[9.24 µM],i,11%,18,9%,-2%
COc1cc(C(=O)NCc2ccc3c(c2)OCO3)ccc1OCc1c(C)noc1C,-2%,4%,-1%,-3%,i,3%,-20,18%,-2%
CC1CCC(N2CC(=O)N(Cc3ccc4c(c3)OCO4)C(c3ccc(F)cc3)C2=O)CC1 (stereo not drawn),?,-23%,3%,?,i,-12%,-13,0%,?
CC(C)(C)C(=O)Nc1nc2nc(-c3ccccc3)cc(=O)n2[nH]1,·,0%,·,·,i,13%,·,0%,·
O=C(COC(=O)c1ccc(Cl)nc1)Nc1ccc(N2CCCCC2)cc1,6%,0%,0%,-2%,i,16%,-1,28%,-4%
Cc1cc(O)c2c(CN3CCN(Cc4ccccc4)CC3)cc(=O)oc2c1,?,-3%,-1%,-10%,?,-5%,-19,·,0%
CCOc1ccccc1OCCOCCN1CCN(Cc2ccccc2)CC1,0%,-1%,2%,-7%,i,?,-6,-38%[11.3 µM],-3%
Cc1sc2nc(CN3CCN(c4ccc(O)cc4)CC3)[nH]c(=O)c2c1C,-2%,1%,-1%,-10%,?,14%,31,·,-10%
COc1ccc(CCNC(=O)C(=O)NCC2OCCN2S(=O)(=O)c2ccc(OC)c(C)c2)cc1 (stereo not drawn),0%,4%,-1%,-9%,i,-6%,10,-3%,-14%
COc1ccc(OC)c(-c2csc(NC(=O)Cc3ccc(F)cc3)n2)c1,?,26%,?,?,i,-4%,-69*,-10%,?
COc1cccc(CNC(=O)[C@@H]2CCCN2C(=O)[C@H]2CCCCN2C(=O)c2cccc(OC)c2)c1,·,20%,19%,2%,?,17%,-10,12%,·
Cc1c(C(=O)Nc2ccc(F)c(F)c2)oc2ccc(S(=O)(=O)N3CCCCC3)cc12,?,3%&-2%,13%,-9%,?,7.3µM*!,?,?,-7%
CC(=O)c1ccc(NC(=O)COc2ccccc2-c2nc(-c3cccc(C)c3)no2)cc1,·,4%,·,·,i,0%,·,1%,·
OC(CCCCN1CCCCC1)c1ccccc1 (stereo not drawn),-10%,5%,-1%,0%,i,29%,-17,2%,-6%
CC(C)(C)c1ccc(-c2n[nH]c(=S)n2C2CCCC2)cc1,?,-29%,?,?,i,0%,-7,?,16%
O=C1CCCC/C=C\C[C@H](CC(=O)N(CCO)Cc2ccccc2)C(=O)N[C@@H](Cc2ccccc2)CO1,3%,0%,10%,5%,i,-12%,-19,-3%,-10%
O=C(c1ccc(Cl)c(Cl)c1)N1CCC(=O)N(C(CO)Cc2ccccc2)CC1 (stereo not drawn),0%,3%,-3%,-9%,i,?,12,-7%,-8%
c1ccc(Nc2c(-c3ccccc3)nc3ncccn23)cc1,·,0%,·,·,i,18%,·,4%,·
Cn1c(N)c(C(=O)/C=C/c2ccccc2)c(=O)[nH]c1=O,6%,7%,-17%,-21%,i,-13%,-16,88%[activator],1%
Cc1ccc(S(=O)(=O)N2CCCC(C(=O)N(Cc3cccs3)C3CC3)C2)cc1 (stereo not drawn),18%,-29%,-1%,-11%,i,0%,-9,-17%,-1%
Clc1nc(CN2CCOCC2)nc2sc3c(c12)CCC3,9%,1%,14%,-2%,i,0%,-30,-9%,30%[1.84 µM]
O=C(Nc1ccc(Cl)cc1)OCCn1nnnc1C(c1ccccc1Cl)N1CCOCC1 (stereo not drawn),-2%,7%,-27%,?,i,?,-29,2%,3%
CCOC(=O)C1CCCN(c2c(C(=O)c3ccccc3)cnc3ccccc23)C1 (stereo not drawn),-2%,4%,-17%,-9%,i,5%,22,-11%,-9%
CCOC(=O)C1=C(c2ccccc2)NC(N)=NC1c1ccc(OCc2ccc(C(=O)OC)cc2)cc1 (stereo not drawn),18µM*,?,23µM*,21µM*,28µM*,?,-67*,25µM*,?
CCOCCCNC(=O)Cn1ncc2c([nH]c3ccccc32)c1=O,·,10%,·,·,i,11%,·,11%,·
S=C1NCCc2ccc(Cl)cc2C1c1ccccc1Cl (stereo not drawn),3%,-8%,-16%,-26%,i,-3%,-1,-21%,0%
COc1ccccc1NC(=O)Cc1noc(CSc2nnc(N)s2)n1,4%,8%,1%,-1%,i,-7%,-19,6%,-3%
COc1ccc(C)cc1NC(=O)CSc1nc(=O)n(Cc2ccccn2)c2c1CCC2,·,-1%,·,·,i,14%,·,-16%,·
O=c1c2cc3c(nc2[nH]c(=S)n1-c1ccccc1)CCCC3,0%,-1%,10%,27%,i,20%,35,3%,-4%
CN(CCOC(=O)/C=C/c1ccco1)Cc1ccccc1,-3%,2%,3%,3%,i,14%,1,·,-3%
CC1=C(C(=O)Nc2cccc([N+](=O)[O-])c2)C2(CCC(C)CC2)OC1=O (stereo not drawn),10%,-10%,-1%,-4%,i,-16%,-13,4%,-1%
COC(=O)c1ccc2c(c1)N(CC(=O)Nc1ccc(OC)c(Cl)c1)C(=O)c1ccccc1S2,·,23%,·,·,i,-30%,·,8%,·
c1cnc(Nc2nc(-c3ccc4ccccc4c3)cs2)nc1,22%,1%,9%,27%,i,-5%,-12,35%[activator],25%
Cc1ccc2nc(N/C(N)=N/S(=O)(=O)c3ccc([N+](=O)[O-])cc3)nc(C)c2c1,7%,-20%,-3%,2%,i,0%,-15,12%,4%
COc1ccc(C2=CC(=O)C[C@H](c3ccc(OC)c(OC)c3)C2)cn1,-3%,4%,-3%,6%,i,-4%,?,6%,-13%
COc1ccc(-c2ccc3c(c2)[C@@H]2C[C@H](N(C)C(=O)Nc4ccccc4)[C@H]([C@H](C)O)C(=O)N2CC3)cc1,-2%,0%,-8%,-7%,i,0%,-8,-19%,?
O=C(CCc1nc2ccccc2c(=O)[nH]1)N1CCN(S(=O)(=O)c2ccc(Cl)c(C(F)(F)F)c2)CC1,9%,-6%,-2%,-1%,i,?,-8,15%,1%
CCc1cccc(N2C(=O)CSC23C(=O)Nc2ccccc23)c1 (stereo not drawn),·,4%,·,·,i,?,·,9%,·

# Source: PubChem BioAssay
